# FBW7 activator: activators of human E3 ligase FBW7. Q969H0. AlphaScreen FBW7–phospho-cyclin E peptide binding, activator screen. normalized activity (activation), % at 26.1 µM. 650,000 compounds, 0.13% hits. AID 1259310; in the data active = normalized activity above about 1.9%;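 also: purified mutant Fbw7 with reduced substrate affinity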
# TEAD-YAP inh: TEAD-YAP interaction inhibition; HEK-TIYL cells, TEAD-Gal4/YAP UAS-luciferase luminescence; 640,000 compounds, 1.4% hits; inhibition, % at 9.12 µM; in the data active = inhibition above about 32%;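 also: 0% = median of test compound wells and 100% = reference inhibitor wells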
# GPR151 activ: human GPR151 activation. 650,000 compounds, 1% hits. activation, % at 11.2 µM. PathHunter beta-arrestin GPR151 cells, luminescence. AID 1508602. Q8TDV0; in the data active = activation above about 4.9%;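 also: 0% = median of compound wells and 100% = cells with positive control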
# Target sequence (Q8TDV0 whole entry, looked up): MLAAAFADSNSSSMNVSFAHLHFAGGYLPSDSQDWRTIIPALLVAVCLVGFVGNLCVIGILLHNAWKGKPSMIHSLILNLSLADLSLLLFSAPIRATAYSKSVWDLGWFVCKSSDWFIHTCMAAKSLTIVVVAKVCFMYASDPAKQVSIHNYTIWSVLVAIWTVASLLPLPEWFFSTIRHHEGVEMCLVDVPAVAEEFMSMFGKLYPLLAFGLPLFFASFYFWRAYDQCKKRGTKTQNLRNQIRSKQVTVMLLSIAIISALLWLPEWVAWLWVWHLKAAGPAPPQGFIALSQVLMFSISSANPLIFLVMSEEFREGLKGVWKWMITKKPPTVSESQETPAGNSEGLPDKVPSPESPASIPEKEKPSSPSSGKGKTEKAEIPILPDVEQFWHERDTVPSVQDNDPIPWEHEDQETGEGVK
# MITF inh: human MITF inhibition, primary screen. O75030. inhibition, % at 2.6 µM. 650,000 compounds, 0.91% hits. AlphaScreen MITF homodimerization, bead proximity signal. AID 1259374; in the data active = inhibition above about 50%;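 also: 0% = vehicle wells with protein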
# Target sequence (O75030 whole entry, looked up): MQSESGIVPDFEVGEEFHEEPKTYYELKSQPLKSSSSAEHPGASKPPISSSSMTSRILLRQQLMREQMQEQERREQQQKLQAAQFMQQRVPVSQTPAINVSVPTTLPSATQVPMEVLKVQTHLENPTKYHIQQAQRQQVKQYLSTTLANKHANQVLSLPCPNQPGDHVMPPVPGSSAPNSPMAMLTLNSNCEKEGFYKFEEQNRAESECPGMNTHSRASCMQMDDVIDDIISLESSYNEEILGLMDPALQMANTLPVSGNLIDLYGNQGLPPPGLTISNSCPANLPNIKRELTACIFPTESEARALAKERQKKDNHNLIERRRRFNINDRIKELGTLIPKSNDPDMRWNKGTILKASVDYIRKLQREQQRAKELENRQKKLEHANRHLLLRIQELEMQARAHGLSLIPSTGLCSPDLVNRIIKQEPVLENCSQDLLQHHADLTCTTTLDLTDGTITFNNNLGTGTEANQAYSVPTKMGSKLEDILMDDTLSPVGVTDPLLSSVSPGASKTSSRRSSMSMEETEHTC
# * marks the source's active call; other numbers are inactive results.
# Under each structure – TEAD-YAP inh, GPR151 activ, FBW7 activator, MITF inh
Cc1cc(OC(=O)c2ccccc2)nc2nnc(NC(=O)c3ccccc3)n12
 : 0, 0.4, -0.1, 0
COc1cccc(/C=C2/SC(N3CCCCC3)=NC2=O)c1OC
 : -18, 0.4, -0.1, 7
COc1ccc2c(c1)SC(C)C(=O)N2Cc1ccccc1OC (centres undefined)
 : 1, -0.1, 0.0, -12
CCCCCCc1cc2cc(-c3cc4c(c(C)[nH]3)c(=O)oc3cc(=O)c(CCCCCC)cc34)c(=O)oc2cc1O
 : 2, -0.6, -0.1, 4
CCCCNc1ncnc2sc3c(c12)CCCC3
 : 1, -1.2, 0.0, -5
CN(C)C(=O)C12CCC(C)(C(=O)O1)C2(C)C (centres undefined)
 : 0, 0.1, 0.1, 6
O=C(O)CCCN1C(=O)/C(=C/c2cccs2)SC1=S
 : 20, -0.5, -0.1, -4
CCOC(=O)c1sc(N2C(=O)C(=O)/C(=C(/O)c3ccc(OCC)cc3C)C2c2cccc(Cl)c2)nc1C (centres undefined)
 : -6, 0.6, 0.0, 7
O=S(=O)(Nc1ccc(Oc2ccccc2)cc1)c1ccc2c(c1)OCCO2
 : 6, -0.9, -0.1, 0
Nc1cccc(C(=O)Nc2cc(NC(=O)c3cccc(N)c3)cc(C(F)(F)F)c2)c1
 : -1, -1.6, 0.6, 15
Cc1ccc(S(=O)(=O)N2CC(=O)Nc3ccccc32)cc1
 : 0, 0.1, 0.1, 6
CC(=O)CSc1nnc(NC(C)=O)s1
 : 1, 1.4, -0.1, 6
COc1ccccc1NC(=S)N(Cc1ccccc1)Cc1cccnc1
 : -13, 0.6, 0.0, 9
CC(C)(C)NS(=O)(=O)c1ccc(NC(=O)COc2ccc(Br)cc2)cc1
 : 1, 16*, -0.1, 4
CC(C)(C)CNC(=O)c1cnc2scc(C(C)(C)C)n2c1=O
 : 10, 0.3, 0.0, 6
O=C(c1ccc(F)cc1)N1CCN2C(=O)[C@H]3CCCN3C(=O)[C@H]2C1
 : -1, 0.9, -0.4, 9
CC(=O)NN1C(=O)c2ccc(Oc3ccc4c(c3)C(=O)N(NC(C)=O)C4=O)cc2C1=O
 : -6, 3.3, 0.8, 13
O=C(c1ccco1)N1N=C(c2ccccc2O)CC1c1cccs1 (centres undefined)
 : 5, 0.1, 0.0, 1
NC(=O)C1CCN(C(=O)c2sc3ccccc3c2Cl)CC1
 : -10, -0.8, -0.1, 9
COC(=O)c1cccc(-c2ccc(C=C3C(=O)OC(C)(C)OC3=O)o2)c1
 : 7, 1.5, -0.1, 10
COc1ccccc1CCC(=O)N1CCC(N2CCC(C(=O)NC(C)C)CC2)CC1
 : 2, -0.5, -0.1, -3
CCCS(=O)(=O)N1CCN(C(=O)c2cccc(Cl)c2)CC1
 : 0, -0.7, 0.1, 4
COc1ccc(CNC(=O)c2ccc(N3CC4CC(C3)c3cccc(=O)n3C4)c(NC(=O)c3ccccc3Br)c2)cc1 (centres undefined)
 : 3, 0.1, -0.1, -8
C=CCn1c(SCC(=O)Nc2ccc(OCC)cc2)nnc1-c1ccco1
 : 22, -0.8, -0.1, 2
CN(C)S(=O)(=O)c1ccc(NC(=O)Nc2cccc(Cl)c2)cc1
 : -40, 0.5, 0.1, 11
O=C(NCC(c1ccccc1)c1c[nH]c2ccccc12)c1ccncc1 (centres undefined)
 : -2, 0.6, 0.2, 13
COc1cccc(OCC(=O)NNC2CC(=O)N(c3ccccc3)C2=O)c1 (centres undefined)
 : -1, 1.6, -0.3, 0
CC(C)CCn1c(SCC(=O)N2CCCc3ccccc32)nc2ccsc2c1=O
 : 6, 1.1, -0.1, -4
CCOc1ccc(OCCSc2nnnn2C2CCCCC2)cc1
 : -6, -1.8, 0.0, -7
O/N=C/c1cccn1-c1ccc(O)cc1
 : -8, 1.5, 0.0, 9

# In another format: 13 of the compounds above
compound,TEAD-YAP inh,GPR151 activ,FBW7 activator,MITF inh
Cc1cc(OC(=O)c2ccccc2)nc2nnc(NC(=O)c3ccccc3)n12,0,0.4,-0.1,0
COc1cccc(/C=C2/SC(N3CCCCC3)=NC2=O)c1OC,-18,0.4,-0.1,7
COc1ccc2c(c1)SC(C)C(=O)N2Cc1ccccc1OC (centres undefined),1,-0.1,0.0,-12
CCCCCCc1cc2cc(-c3cc4c(c(C)[nH]3)c(=O)oc3cc(=O)c(CCCCCC)cc34)c(=O)oc2cc1O,2,-0.6,-0.1,4
CCCCNc1ncnc2sc3c(c12)CCCC3,1,-1.2,0.0,-5
CN(C)C(=O)C12CCC(C)(C(=O)O1)C2(C)C (centres undefined),0,0.1,0.1,6
O=C(O)CCCN1C(=O)/C(=C/c2cccs2)SC1=S,20,-0.5,-0.1,-4
CCOC(=O)c1sc(N2C(=O)C(=O)/C(=C(/O)c3ccc(OCC)cc3C)C2c2cccc(Cl)c2)nc1C (centres undefined),-6,0.6,0.0,7
O=S(=O)(Nc1ccc(Oc2ccccc2)cc1)c1ccc2c(c1)OCCO2,6,-0.9,-0.1,0
Nc1cccc(C(=O)Nc2cc(NC(=O)c3cccc(N)c3)cc(C(F)(F)F)c2)c1,-1,-1.6,0.6,15
Cc1ccc(S(=O)(=O)N2CC(=O)Nc3ccccc32)cc1,0,0.1,0.1,6
CC(=O)CSc1nnc(NC(C)=O)s1,1,1.4,-0.1,6
COc1ccccc1NC(=S)N(Cc1ccccc1)Cc1cccnc1,-13,0.6,0.0,9

# Quoted from above, 2 compounds:
# Under each structure – TEAD-YAP inh, GPR151 activ, FBW7 activator, MITF inh
C=CCn1c(SCC(=O)Nc2ccc(OCC)cc2)nnc1-c1ccco1
 : 22, -0.8, -0.1, 2
CN(C)S(=O)(=O)c1ccc(NC(=O)Nc2cccc(Cl)c2)cc1
 : -40, 0.5, 0.1, 11

# Following part.
# Under each structure – TEAD-YAP inh, GPR151 activ, FBW7 activator, MITF inh
COc1ccc2nc(NC(=O)c3ccc(F)cc3)sc2c1
 : -56, -1.4, 0.3, 19
NNc1ccc(S(=O)(=O)N2CCCCC2)cn1
 : -6, -0.6, -0.2, -7
COc1ccccc1NC1=C(Cl)C(=O)N(c2cccc(C)c2)C1=O
 : 3, 2.3, -0.6, 11
COc1ccc(-c2cnn3ccc(Nc4ccccc4)nc23)cc1OC
 : -1, 4.4, -0.3, -5
CN(C(=O)C12CC3CC(CC(Cl)(C3)C1)C2)C1CCCCC1
 : 1, 0.7, 0.1, -8
COc1cccc(C(=O)Nc2nnc(SCC(=O)NC3CCCC3)s2)c1
 : -2, 1.7, -0.1, -7
CCC1CCCCN1C(=O)c1cc2n(n1)C(C(F)(F)F)CC(c1ccccc1)N2 (centres undefined)
 : 14, 1.9, 0.1, -4
COc1ccc(-n2c(SCC(=O)NCc3cccs3)nc3[nH]ncc3c2=O)cc1
 : 0, -2.1, -0.2, 5
CC1=C(C(=O)OC2CCCC2)C(c2coc3ccc(Cl)cc3c2=O)C2=C(CCCC2=O)N1 (centres undefined)
 : -5, -1.4, 0.3, 18
CCOc1ccc(NS(=O)(=O)c2ccc(OC)c(Cl)c2)cc1
 : -3, -1.9, 0.0, 3
O=C1CCCN1CCn1cnc2c(NCc3cccc(C(F)(F)F)c3)nc(NC3CCN(Cc4ccccc4)CC3)nc21
 : 1, 0.1, -0.1, 6
O=C1NC(=S)S/C1=C\c1ccccc1C(=O)O
 : -6, -1.8, 0.4, 21
O=C1CCCN1CCCNc1ccnc(-c2cccs2)n1
 : -5, -1.1, 0.1, 8
COc1ccc(S(=O)(=O)N(C)CC(=O)NC2CCCC2)cc1
 : 2, -0.4, 0.2, 0
Cc1ccc(S(=O)(=O)N2CCCCC2)cc1NC(=O)COC(=O)c1cc[n+]([O-])cc1
 : 6, 0.3, 0.1, -2
Cc1ccc(NC(=O)CCSc2nnc(C)s2)cc1
 : -5, -0.4, 0.3, -10
O=S(=O)(c1ccccc1)c1cccc(S(=O)(=O)N2CCCC2)c1
 : 4, -0.9, 0.0, 3
O=C(NCCc1nnc2n1CCN(CC(c1ccccc1)c1ccccc1)CC2)C1CCC1
 : 0, -0.9, 0.0, 5
O=C1NC(=Nc2ccccc2)S/C1=C/c1ccc(O)c(O)c1
 : 47*, 0.4, -0.2, 20
CC(=O)N1c2ccc(S(=O)(=O)NC(C(=O)Nc3nccs3)C(C)C)cc2CC1C (centres undefined)
 : 4, 0.8, 0.0, 7
CCN1CCN(c2cc(C)c3cc(NC(=O)c4ccc(F)c([N+](=O)[O-])c4)ccc3n2)CC1
 : 1, 0.1, -0.2, 47
COc1ccc(-n2nc3c(c2NC(=O)c2cccc(F)c2)CSC3)cc1
 : 0, -0.2, -0.1, 12
Cc1ccc(C(=O)COC(=O)c2cc(-c3ccc(Cl)cc3)nc3ccccc23)cc1C
 : -7, -0.3, 0.0, 10
COc1ccc(-c2nnc3ccc(SCC(=O)Nc4cccc(NC(C)=O)c4)nn23)cc1
 : 1, 0.2, -0.1, -4
CNc1nnc(-c2cc3cccc(OC)c3oc2=O)s1
 : -39, 0.8, 0.0, 14
CC(Sc1nnc(-c2ccc3c(c2)OCO3)o1)C(N)=O (centres undefined)
 : 37*, -6.8, -0.1, 4
COc1ccc(S(=O)(=O)n2c(SCc3ccc(Cl)cc3)nc3ccccc32)cc1
 : -13, -0.9, -0.1, -7
Cc1cc(C)cc(N2C(=O)CSC2c2c(F)cccc2Cl)c1 (centres undefined)
 : -2, -0.1, 0.1, 14
Cc1ccc(C)c(N2CCN(C(=O)c3cccn4c(=O)c5ccc(Cl)cc5nc34)CC2)c1
 : -11, 0.3, 0.2, 3
O=C1C(c2sc3ccccc3c2O)=Nc2ccccc21
 : -6, 0.5, -0.6, 3
CCC(C)NC(=O)CN(c1ccc(Br)cc1)S(C)(=O)=O (centres undefined)
 : 6, -0.7, 0.6, 9
CCOC(=O)CC1COCCN1C(=O)CCc1nnc(-c2ccsc2)o1 (centres undefined)
 : -11, -1.4, -0.1, -5
O=C(CN1CCSCC1)N/N=C/c1ccc(F)cc1
 : -8, 1.5, 0.2, 47
O=C(CCCN1C(=O)c2cccc3cccc(c23)C1=O)N1CCOCC1
 : -19, 0.6, -0.2, -2
COC(=O)CN1C(=S)N(c2ccccc2)C(=O)C1CC(=O)Nc1ccc(F)cc1 (centres undefined)
 : 8, -0.7, 0.2, 13
O=C(CCCn1c(SCC(=O)NCCC2=CCCCC2)nc2ccccc2c1=O)NCCc1ccccc1
 : 11, 0.7, -0.1, 14
CCN(Cc1cn2cccnc2n1)C1CCCCC1
 : -2, -2.1, 0.6, 1
Cc1cccc(OCc2nc3cc(Cl)ccc3c(=O)o2)c1
 : -14, 0.1, 0.3, 9
CCOCCC(=O)Nc1nnc(SCCOC)s1
 : -2, -0.2, 0.2, 9
CC(=O)Oc1cccc2ccc[n+](C)c12
 : 6, 0.9, -1.7, -2
COCCCNC(=O)/C(C#N)=C/c1ccc(-c2cccc(Cl)c2Cl)o1
 : 1, 0.3, 1.7, 10
COC(=O)COc1ccc(-c2nc3ccccc3s2)cc1OC
 : 2, -2.3, -0.1, -7
COc1cccc(OC)c1C(=O)NCc1ccccc1Cl
 : 1, -0.3, -0.1, -6
Nc1c(C(=O)c2ccccc2)sc2nc(-c3ccccc3)cc(C(F)(F)F)c12
 : 3, -0.7, 0.0, -6
Cc1ccc2c(c1)CN(CCNC(=O)c1cnccn1)CC(C)O2 (centres undefined)
 : 12, -0.3, 0.1, 1
N#Cc1c(Cl)cccc1OC1CCOc2ccccc21 (centres undefined)
 : -1, 0.5, 0.2, -4
ClCc1cc2ccccc2nc1Cl
 : 2, 3.2, 0.0, -4
CCOC(=O)c1cc2scc3c2n1CCC3=O
 : 11, -0.2, 0.2, -4
CCN(CC)CCN(C(=O)c1ccn(C)n1)c1nc2c(OC)ccc(Cl)c2s1
 : -5, -1.4, 0.1, -20
Cc1cn2c3c(=O)[nH]c(=O)n(C)c3nc2n1Cc1ccccc1
 : 10, 0.1, 0.3, 4
CN(CP(=O)(O)CN(C)S(C)(=O)=O)S(C)(=O)=O
 : -1, 0.6, -0.2, 4
COC(=O)c1nnn(-c2nonc2N)c1CSCCO
 : 6, -0.9, 0.0, 22
COc1cccc(C(=O)N2CCC3(CC2)OCCN3S(=O)(=O)c2ccc(C)cc2)c1
 : -9, -0.6, 0.0, -1
Cc1ccccc1N=c1oc2cc(O)ccc2cc1C(N)=O
 : 0, -9.9, -0.1, 2
CCOc1ccc2nc(NC(=O)c3ccc([N+](=O)[O-])cc3Cl)sc2c1
 : -3, -0.2, -0.1, 5
O=C1c2ccccc2C(=O)c2c1ccc(C(=O)OCC(=O)N1CCCCC1)c2[N+](=O)[O-]
 : 8, 0.2, 0.0, -10
CCc1ccccc1NC(=O)c1noc2c1COc1ccccc1-2
 : -11, 4.5, 0.5, -4
CN1CCCN(Cc2cccc(Cl)c2)CC1
 : 1, -0.4, -0.1, 31
CC1(C)COc2ccc(NC(=O)COc3ccc(F)cc3)cc2NC1=O
 : 2, 0.8, 0.8, 6
CN(C)C(=O)CSc1nnc(Cc2ccc3c(c2)OCO3)o1
 : -1, -0.9, -0.1, 23

# Other entries:
# Under each structure – TEAD-YAP inh, GPR151 activ, FBW7 activator, MITF inh
CCOC(=O)c1ccc(N2C(=O)CC(N3CCN(c4ccccn4)CC3)C2=O)cc1 (centres undefined)
 : -9, -0.4, -0.2, -4
CCN1/C(=C/C=C/c2oc3ccc4ccccc4c3[n+]2CC)Oc2ccc3ccccc3c21
 : 78*, 1.7, 0.2, -8
CC1(C(=O)N2CCN(c3ccccc3)CC2)CCCC1
 : 8, 1.2, 0.1, 4
CN(C)c1ccc(NC(=O)CN2C(=O)CC(c3ccccc3)=Nc3ccccc32)cc1
 : 6, 4.6, 0.3, 3
NC(=O)c1cccc(NC(=O)CN2CCOCC2)c1
 : 0, -0.1, 0.0, -5
N#C/C(=C\c1c[nH]c2ccccc12)C(=O)Nc1cccc(S(=O)(=O)N2CCCCC2)c1
 : 6, -1.1, 0.5, -2
CN1CCN(c2ccnc3c(-c4cccnc4)cnn23)CC1
 : -48, 0.7, -0.6, 21
